Eya2 inh – qHTS Assay for Inhibitors of the Phosphatase Activity of Eya2; recombinant Eya2, OMFP fluorescence dephosphorylation (OMFP is methylfluorescein phosphate); Potency, µM (highest dose often 76.9 µM), without a hit: top-dose activity, negative = inhibition, actives largely listed as inhibitors; 330,000 compounds, 0.006% hits; further: potency means the concentration at half of the fitted maximal effect; on the % scale 0 is the no-effect control and ±100 the full control effect
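Eya2 (0.2 uM) preincubated 10 min at ambient with compound, then OMFP substrate added at 50 uM; 10 min reaction in 50 mM HEPES pH 7.5, 50 mM NaCl, 5 uM MgCl2, 0.05% BSA, 1 mM DTT. Fluorescence read at Ex 485/Em 525 nm.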
PKM2 act – qHTS Assay for Activators of Human Muscle isoform 2 Pyruvate Kinase. Pyruvate kinase PKM (Homo sapiens), P14618. purified PKM2, Kinase-Glo ATP luminescence, activation; response scale: 0% is enzyme alone, no compound. Potency, µM (highest dose often 57.5 µM), for inactives: at the top dose activation, most hits filed as activators. 260,000 compounds, 0.34% hits; further: potency means the concentration at half of the fitted maximal effect; on the % scale 0 is the no-effect control and ±100 the full control effect; nearly all actives have a fitted effect of over 55% in size
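Purified hPK-M2 (>95%) run at intermediate activity with 0.1 mM ADP and 0.5 mM PEP in 50 mM imidazole pH 7.2, KCl, MgCl2; 1 h room temperature. ATP formed read by Kinase-Glo luminescence; normalized to uninhibited and no-enzyme controls.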
MBNL1-CUG inh – qHTS Assay for Inhibitors of MBNL1-poly(CUG) RNA binding | Muscleblind-like protein 1 (Homo sapiens), Q9NR56 | TR-FRET MBNL1-His/biotin-(CUG)12 binding, 665/545 ratio | Potency, µM (highest dose often 57.5 µM), inactives show at the top dose activity change, negative = inhibition, hits mostly inhibitors | 280,000 compounds, 0.036% hits | AID 2675, 2010; active means well fitted inhibition curve with a large enough effect in the signal ratio, with a control signal flat, not every such curve was filed as active; inconclusive means small, poorly fitted or top-dose-only effect, or effect the other way, or a change in a side signal; inactive means no such curve, though single readings can be large or run the other way; the % refers to the signal ratio; further: potency means the concentration at half of the fitted maximal effect; on the % scale 0 is the no-effect control and ±100 the full control effect
Target sequence (Q9NR56 whole entry, looked up): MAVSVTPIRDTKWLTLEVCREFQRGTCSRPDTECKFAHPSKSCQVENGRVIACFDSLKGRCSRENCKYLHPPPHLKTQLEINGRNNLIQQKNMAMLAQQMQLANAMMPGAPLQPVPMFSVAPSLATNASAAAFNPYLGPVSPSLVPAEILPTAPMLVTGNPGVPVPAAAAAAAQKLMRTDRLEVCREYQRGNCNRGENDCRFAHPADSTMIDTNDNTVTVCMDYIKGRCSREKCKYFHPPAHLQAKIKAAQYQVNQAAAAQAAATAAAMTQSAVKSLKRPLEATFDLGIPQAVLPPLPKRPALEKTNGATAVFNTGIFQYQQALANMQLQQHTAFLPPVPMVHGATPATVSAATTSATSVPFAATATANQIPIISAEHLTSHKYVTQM
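His-tagged MBNL1 binding to biotinylated (CUG)12 RNA was measured by TR-FRET using terbium anti-His antibody (0.055 ng/ul final) and streptavidin-XL665 (5 nM final). Compounds were titrated 92 nM to 58 uM; 60 min at room temperature.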
Menin MLL FP TR – qHTS Assay for Inhibitors Targeting the Menin-MLL Interaction in MLL Related Leukemias: Competition With Texas Red Labeled MLL-derived Mutant Peptide | AID 1768, 2009 | Menin + Texas Red MLL mutant peptide, fluorescence polarization | 270,000 compounds, 0.23% hits | O00255 | Potency, µM (top dose mostly 61.6 µM), for the others: at the top dose FP activity change, negative = inhibition, most hits filed as inhibitors; active means well fitted inhibition curve with a large enough effect in the polarisation, with a control signal flat, not every such curve was filed as active; inconclusive means small, poorly fitted or top-dose-only effect, or effect the other way, or a change in a side signal; inactive means no such curve, though single readings can be large or run the other way; the % refers to the polarisation; further: potency means the concentration at half of the fitted maximal effect; % of control where 0% means no effect; many of its hits are not listed in these tables
Chronic BCR inh – qHTS Assay to Find Inhibitors of Chronic Active B-Cell Receptor Signaling; ABC-DLBCL IkBa-CBG/CBR reporter, luminescence ratio, 4 h; Potency, µM (doses to about 46.1 µM), inactives show at the highest dose ratio change, negative = lower green/red ratio, hits mostly inhibitors; 340,000 compounds, 0.05% hits; AID 493014, 2011; active means well fitted inhibition curve with a large enough effect in the signal ratio, with a control signal flat, not every such curve was filed as active; inconclusive means small, poorly fitted or top-dose-only effect, or effect the other way, or a change in a side signal; the % refers to the signal ratio;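 further: potency means the concentration at half of the fitted maximal effect; plate controls were basal doxycycline-induced cells for no effect and cells given 10 µM MG132 for full effect; MG132 reads +100%, hits lower the ratio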
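Cell line TMD8 (human ABC DLBCL), stably expressing tet-inducible CBG68-IkBa fusion and CBR; IMDM/0.5% FBS; cpd up to 46 uM; dox induction, 4 h, 37C/5% CO2; dual luminescence; green/red ratio; MG132 control.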
GALK inh – qHTS Assay for Inhibitors of Human Galactokinase (GALK); 270,000 compounds, 0.007% hits; AID 1868, 2009; Potency, µM (series often up to 57.5 µM), inactives show top-dose activity change, negative = inhibition, most hits filed as inhibitors; Purified GALK, Kinase-Glo residual ATP luminescence; P51570; further: potency means the concentration at half of the fitted maximal effect; on the % scale 0 is the no-effect control and ±100 the full control effect
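5 nM enzyme, 35 uM ATP, 100 uM galactose, 20 mM HEPES pH8.0, 5 mM MgCl2; 1 h RT; residual ATP by Kinase-Glo Plus luminescence, qHTS format.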
S-ASM inh – Inhibitors of Secretory Acid Sphingomyelinase (S-ASM): qHTS | placental ASM, HMU-PC fluorogenic substrate, 60 min | Sphingomyelin phosphodiesterase (Homo sapiens), P17405 | Potency, µM (highest dose often 57.5 µM), for the others: at the highest dose activity change, negative = inhibition, actives largely listed as inhibitors | 340,000 compounds, 0.006% hits; further: potency means the concentration at half of the fitted maximal effect
Target sequence (P17405 47-631 limits assumed): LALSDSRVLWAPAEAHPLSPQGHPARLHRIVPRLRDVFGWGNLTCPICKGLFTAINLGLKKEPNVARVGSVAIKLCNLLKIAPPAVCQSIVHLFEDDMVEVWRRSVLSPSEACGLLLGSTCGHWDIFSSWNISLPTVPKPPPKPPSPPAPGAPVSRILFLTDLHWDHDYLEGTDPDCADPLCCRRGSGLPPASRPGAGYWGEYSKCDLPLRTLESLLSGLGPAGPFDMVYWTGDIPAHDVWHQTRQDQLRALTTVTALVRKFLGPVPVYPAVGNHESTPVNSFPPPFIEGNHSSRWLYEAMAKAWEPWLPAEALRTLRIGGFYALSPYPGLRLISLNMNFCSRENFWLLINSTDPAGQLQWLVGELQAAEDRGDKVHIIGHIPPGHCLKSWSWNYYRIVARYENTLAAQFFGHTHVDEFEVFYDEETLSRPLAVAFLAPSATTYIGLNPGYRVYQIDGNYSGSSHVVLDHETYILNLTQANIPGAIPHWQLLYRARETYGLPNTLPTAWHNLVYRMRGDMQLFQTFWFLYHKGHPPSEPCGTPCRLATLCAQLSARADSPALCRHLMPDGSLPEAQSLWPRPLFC
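Fluorescence read-out (Ex 386 nm, Em 447 nm) after stopping the reaction at pH 10. Enzyme: ASM from human placenta; substrate HMU-PC0, 9 uM final; 60 min, 37 °C. Compound preincubation 10 min, ambient temperature.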
Mito fusion yeast – qHTS Assay for Small Molecule Inhibitors of Mitochondrial Division or Activators of Mitochondrial Fusion; Potency, µM (titrated, usually from 46.1 µM), without a hit: top-dose growth rescue (activation), actives largely listed as activators; S. cerevisiae fusion-defective mutant growth rescue, CellTiterGlo 48 h; AID 485298, 2010; 320,000 compounds, 0.23% hits;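 further: potency means the concentration at half of the fitted maximal effect; % of control where 0% means no effect; nearly all actives have a fitted effect of over 45% in size; temperature-sensitive fusion mutants such as fzo1-1 at 37 °C on non-fermentable ethanol glycerol medium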
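Luminescent cell viability in 1536-well qHTS format served as the measure of rescued growth in ts fusion-mutant S. cerevisiae cultured on non-fermentable YPEG for 48 hours at 37C.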
TSHR antagonist – Antagonists of the Thyroid Stimulating Hormone Receptor: HTS campaign; activity change, negative = inhibition, % at 11.5 µM; Thyrotropin receptor (Homo sapiens), P16473; 330,000 compounds, 0.2% hits; AID 504810, 2011; TSHR-expressing cells, TSH-stimulated cAMP HTRF, 2 h; active compounds read low;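 active means activity change below a set negative limit, meaning inhibition stronger than a set level, cut at about -70% in these data; inconclusive means activity change between two set negative limits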; further: on the % scale 0 is the no-effect control and ±100 the full control effect
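Competitive HTRF cAMP read-out (cryptate anti-cAMP antibody, cAMP-d2; 30 min, room temperature) in freshly harvested TSHR cells. Compounds added before TSH at EC80 (4nM final), followed by 2 hours' incubation at 37 deg C.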
KCNH2 WT inh – qHTS for Inhibitors of KCHN2 3.1: Wildtype qHTS | Voltage-gated inwardly rectifying potassium channel KCNH2 (Homo sapiens), Q12809 | U2OS, BacMam KCNH2, thallium flux FluxOr; active compounds read low | activity change, % at 1.84 µM | 340,000 compounds, 0.37% hits | AID 720551, 2013;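 active means maximum activity change below -70%; inconclusive means maximum activity change between -70% and -50%; inactive means maximum activity change above -50%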; further: on the % scale 0 is the no-effect control and ±100 the full control effect
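U2OS cells were transduced with wild-type KCNH2 virus (2.03 x 10^8 / mL) for 4 h at room temperature, then cultured overnight at 37 C. Thallium flux was read with FluxOr dye. Rate constants were normalized to DMSO controls.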
USP2a block – qHTS Assay for Inhibitors of Ubiquitin-specific Protease USP2a Using CHOP2 as the Reporter; Ubiquitin carboxyl-terminal hydrolase 2 (Homo sapiens), O75604; USP2 core, Ub-CHOP2 coupled fluorogenic reporter, 485/531; Potency, µM (highest dose often 38.3 µM), inactives show at the top dose activity change, negative = inhibition, actives largely listed as inhibitors; 330,000 compounds, 0.01% hits;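 further: potency means the concentration at half of the fitted maximal effect; plate controls were DMSO wells for no effect and full inhibition by NEM control for full effect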
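Cell-free coupled assay: 10nM USP2 core preincubated 30min RT with compound in Tris-HCl pH 8.0/CaCl2/CHAPS buffer, then 25nM Ub-CHOP2 and 25nM reporter substrate; fluorescence (Ex 485/Em 531) read after 60min RT, normalized to NEM inhibition, concentration-response curves fitted.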
Starred values were filed as active, the others as inactive; i = inactive; ? = inconclusive; / = not tested or not shown; [ ] = remark or other dose. Unless noted, the call rests on the fitted dose curve; in most records, active means well fitted curve in the direction sought with a large enough effect; inconclusive means small, poorly fitted or top-dose-only effect, or another doubt; inactive means no such curve, though single readings can be large; an effect the other way counts as inactive or inconclusive. Some of the compounds tested. The share of hits here may be higher or lower than overall.

SMILES	Eya2 inh	PKM2 act	MBNL1-CUG inh	Menin MLL FP TR	Chronic BCR inh	GALK inh	S-ASM inh	Mito fusion yeast	TSHR antagonist	KCNH2 WT inh	USP2a block
CC(=O)c1c(N)nc2n(c1=O)CCCCC2	-3.6%	-4.2%	0.6%	-11.2%	-1.1%	2.8%	5.6%	5.1%	5.5	0.9	0.9%
Cc1cc(C)c(NC(=O)CN(c2ccccc2)S(=O)(=O)N(C)C)c(C)c1	6.6%	7.1%	-1.0%	2.3%	5.6%	-0.3%	0.6%	2.4%	-3.6	-0.4	0.2%
CC1(C(=O)CSc2nc3ccccc3s2)CCC(=O)O1 (stereo unspecified)	11.2%	1.6%	0.9%	8.9%	-15.0%	-3.7%	0.1%	1.5%	3.1	-7.6	-1.0%
O=S(=O)(c1ccc(Cl)cc1)N1CCCC(c2nc(-c3ccc(F)cc3)no2)C1 (stereo unspecified)	-2.3%	/	/	/	-0.6%	/	-4.6%	4.2%	-8.1	5.7	0.2%
Cn1c(=O)c(=O)n(C)c2cc(S(=O)(=O)N3CCC(Cc4ccccc4)CC3)ccc21	-1.5%	-0.9%	-2.2%	-1.9%	4.9%	-1.8%	2.1%	2.3%	55.5	0.7	4.7%
COc1ccc(CCN2C(=O)C(Oc3ccccc3C)C2c2ccc3c(c2)OCO3)cc1 (stereo unspecified)	-5.1%	-19.0%	-10.4%	-16.6%	10.9%	-0.5%	-0.4%	-4.1%	-13.9	-8.6	-3.0%
Cc1ccc(OCCOc2ccc(Cl)cc2Cl)c([N+](=O)[O-])n1	-6.6%	-12.9%	/	4.1%	-7.3%	0.6%	-0.1%	5.0%	-19.6	0.4	-3.7%
CC1(C)OC(=O)N(CCC(=O)Nc2cccc(F)c2)C1(C)O (stereo unspecified)	-10.8%	0.1%	0.0%	14.9%	2.7%	3.2%	-3.2%	5.5%	-0.6	-2.5	-1.5%
c1ccc(NCc2ccncc2)cc1	-0.4%	-1.0%[11.5 µM]	-5.0%	0.6%	-6.7%	-5.7%	2.0%	6.1%	3.0	3.2	0.7%
COc1ccc(F)c(CN2CCN(CCc3ccccc3)C(CCO)C2)c1 (stereo unspecified)	4.6%	-0.5%	-2.9%	-15.6%	-0.8%	1.6%	0.8%	-6.2%	-2.3	44.5	-1.3%
COc1ccc2nc3oc(C(=O)NCc4cccs4)cc3cc2c1	-6.8%	0.7%	19.8%	/	-28.0%	-0.3%	103.2%[activator]	0.1%	10.5	5.7	5.9%
COc1ccc(Cn2c(C)nc3ccc([N+](=O)[O-])cc3c2=O)cc1	-3.9%	3.1%	?	14.1%	7.6%	0.8%	-0.6%	2.7%	-9.7	-15.9	1.7%
COc1ccc(SCCc2ccncc2)cc1	-1.7%	6.7%	-7.5%	12.2%	?	-1.2%	5.1%	0.1%	-3.6	-19.6	-2.0%
COc1ccccc1NS(=O)(=O)c1cc(NC(=O)CN2C(=O)NC3(CCCC3)C2=O)ccc1C	5.7%	/	/	/	8.2%	/	0.3%	-3.9%	6.6	3.7	1.0%
Fc1cccc(NC(=S)N2CCN(c3ccccn3)CC2)c1	-9.4%	2.3%[11.5 µM]	-14.7%	-0.4%	?	-6.0%	3.6%	-12.9%	20.8	-1.2	0.7%
COc1ccc(C)cc1NC(=O)c1cccc(C(=O)Nc2cc(C)ccc2OC)c1	9.7%	-0.3%	0.5%	13.7%	?	-2.2%	-1.4%	1.3%	-6.9	6.5	-1.8%
CCOc1ccc(C(=O)NC2CCN(C(=O)N3CCCC3)CC2)cc1	-1.6%	-5.7%	-0.9%	7.2%	9.5%	1.0%	2.8%	1.2%	-1.8	-0.2	-0.8%
Cc1ccc(NC(=O)NCC2CC2(Cl)Cl)cc1 (stereo unspecified)	18.6%	0.0%	-0.4%	7.1%	?	-5.0%	0.5%	-4.2%	19.5	-11.6	-0.8%
CCCOc1ccc2cc(-c3ccccn3)c(=O)oc2c1	3.6%	-40.5%	?	3.5%	?	8.7%	i	-2.4%	-0.9	5.3	2.9%
Cc1cc(C)c(NC(=O)CN(C)C(=O)c2ccc(OCc3ccccc3)cc2)c(C)c1	0.8%	/	/	/	1.3%	/	-2.0%	-0.2%	-0.8	4.4	-6.0%
COc1cccc(C(=O)OCC(=O)Nc2sc3c(c2C(N)=O)CCC3)c1O	2.3%	/	/	/	-6.6%	/	-0.1%	-0.7%	-10.1	-0.5	1.1%
NS(=O)(=O)c1ccc2nc(NC(=O)c3ccc4ncsc4c3)sc2c1	1.5%	1.5%	18.8%	/	?	-7.0%	-2.5%	1.0%	30.7	1.5	1.4%
O=C(c1ccncc1)N1CCN(S(=O)(=O)c2cccc(F)c2)CC1	13.6%	-1.4%	-7.6%	/	7.9%	-2.6%	3.4%	-1.0%	-6.4	3.4	1.0%
COc1ccccc1/C=C/C=N/NC(=O)Cc1cccs1	12.7%	2.9%	19.7%	9.0%	?	3.3%	-0.6%	-0.9%	0.4	-6.9	-5.2%
O=C(O)c1ccc(NS(=O)(=O)c2ccc(Cl)c(C(=O)Nc3ccccc3[N+](=O)[O-])c2)cc1	4.1%	-3.3%[11.5 µM]	?	9.2%	4.3%	-2.6%	-0.9%	-3.4%	-7.9	-0.5	-0.8%
CC1CCCN(c2cc3c(cc2[N+](=O)[O-])C(=O)N(c2ccccc2)C3=O)C1 (stereo unspecified)	-9.4%	-6.2%	?	2.8%	3.2%	-0.5%	-4.9%	-6.2%	-13.6	2.2	-0.1%
Cc1ccc(C(=O)NCCn2cc(SCC(=O)Nc3nnc(C)s3)c3ccccc32)cc1	-3.6%	-7.8%	-0.7%	17.4%	?	0.2%	-0.5%	-0.7%	0.4	-10.0	3.3%
CC(C)OC(=O)C(CC(=O)O)N1CCOCC1 (stereo unspecified)	1.6%	1.7%	4.6%	-17.7%	-5.2%	-3.5%	-6.2%	-1.9%	-6.8	-5.0	1.8%
CCCC1=C(C(=O)OCC)C(c2c(C)nn(-c3ccccc3)c2Cl)C(C#N)=C(N)O1 (stereo unspecified)	/	-13.0%	-3.2%	0.7%	/	-0.3%	-1.5%	7.2%	/	1.0	/
COc1cccc(NC(=O)C2COc3ccccc3O2)c1 (stereo unspecified)	-2.8%	9.3%	-14.0%	20.3%	7.2%	6.0%	-1.4%	-2.2%	-2.0	1.6	-2.5%
Cc1ccc(Nc2nc(N)nc(CSc3ncccn3)n2)cc1	?	0.0%	-2.2%	9.0%	?	0.0%	-1.9%	-3.9%	-4.0	-15.5	-2.3%
CCOc1ccc(C2C3=C(CC(C)(C)CC3=O)N(CC(=O)O)C3=C2C(=O)CC(C)(C)C3)cc1OCC	-0.8%	-4.2%[11.5 µM]	8.6%	-2.3%	9.4%	0.6%	13.1%	-4.8%	8.0	-45.2	3.0%
CCOC(=O)N1CCN(S(=O)(=O)c2ccc3[nH]c(=O)oc3c2)CC1	-18.3%	-2.1%	-7.4%	/	1.6%	1.6%	76.0%	-0.3%	-4.0	1.6	-1.4%
COC(=O)c1ccc(NC(=O)c2ccc3c(c2)NC(=O)C2CCCN32)cc1 (stereo unspecified)	3.8%	/	/	/	-8.6%	/	/	-6.1%	33.3	/	1.7%
COc1ccccc1CN(C)CC(=O)Nc1cccc2ccccc12	-4.9%	2.1%	7.9%	?	2.9%	-1.0%	-4.5%	12.0%	0.0	1.9	-1.6%

Screening results from PubChem BioAssay.
